RGS4-Gao reg – modulators of RGS4 binding to Galphao, primary screen, biochemical, multiplexed bead flow cytometry. Guanine nucleotide-binding protein G(o) subunit alpha (Homo sapiens), P09471. actives lie on both sides. binding response (% of control), % at 10 µM. 220,000 tested, 0.33% active. AID 1415, 2008; in the data active means binding response below about 49% or above about 150%; inactive means in between;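 further: fluorescent Galphao activated with aluminum fluoride binding bead-coupled RGS4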
Target sequence (P09471 whole entry, looked up): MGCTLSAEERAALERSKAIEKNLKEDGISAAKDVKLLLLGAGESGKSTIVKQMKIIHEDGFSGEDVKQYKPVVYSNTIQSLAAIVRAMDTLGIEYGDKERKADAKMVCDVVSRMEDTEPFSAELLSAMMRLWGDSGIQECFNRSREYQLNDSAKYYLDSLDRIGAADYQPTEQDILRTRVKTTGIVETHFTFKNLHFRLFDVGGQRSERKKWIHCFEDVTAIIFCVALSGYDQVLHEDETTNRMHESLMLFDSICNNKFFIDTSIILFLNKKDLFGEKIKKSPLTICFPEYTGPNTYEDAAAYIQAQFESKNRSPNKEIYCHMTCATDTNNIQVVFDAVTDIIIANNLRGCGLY
Bcl-XL Bim block – inhibitors of Bim-Bcl-XL binding, primary screen, biochemical, multiplexed, bead flow cytometry, human Bcl-XL. Bim peptide-Bcl-XL binding, fluorescence. inhibition, % at 10 µM. 190,000 tested, 0.04% active
Target sequence (Q07817 whole entry, looked up): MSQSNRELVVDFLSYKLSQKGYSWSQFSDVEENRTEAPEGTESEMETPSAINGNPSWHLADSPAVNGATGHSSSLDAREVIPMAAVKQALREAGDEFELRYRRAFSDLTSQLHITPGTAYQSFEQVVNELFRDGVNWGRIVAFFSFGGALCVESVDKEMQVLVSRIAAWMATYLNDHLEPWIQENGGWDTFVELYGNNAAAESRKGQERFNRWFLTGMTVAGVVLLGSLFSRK
Bim-Bcl-2 – inhibitors of Bim-Bcl-2 binding, primary screen, biochemical, multiplexed, human Bcl-2 family | Apoptosis regulator Bcl-2 (Homo sapiens), P10415 | Bead-based flow cytometry, Bim peptide-Bcl-2 binding | inhibition, % at 10 µM | 190,000 tested, 0.06% active | AID 950, 2007; in the data active means inhibition above about 40%; inconclusive means no clear call, values can overlap the other calls;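 further: 0% = no compound wells with probe peptide and 100% = reference peptide inhibitor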
Target sequence (P10415 whole entry, looked up): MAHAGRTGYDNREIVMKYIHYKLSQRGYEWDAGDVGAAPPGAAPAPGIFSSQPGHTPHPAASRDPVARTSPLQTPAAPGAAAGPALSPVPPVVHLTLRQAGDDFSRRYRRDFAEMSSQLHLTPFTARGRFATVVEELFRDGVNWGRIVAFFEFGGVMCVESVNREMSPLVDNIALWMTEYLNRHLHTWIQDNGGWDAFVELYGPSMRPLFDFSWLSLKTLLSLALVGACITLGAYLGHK
Bcl-W Bim block – inhibitors of Bim binding to Bcl-W, primary screen, biochemical, multiplexed, bead-based flow cytometry; Bcl-2-like protein 2 (Homo sapiens), Q92843; Bim peptide-Bcl-W binding; inhibition, % at 10 µM; 190,000 tested, 0.02% active; AID 952, 2007;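 further: 0% = bound tracer without compound and 100% = peptide blocker; higher means less fluorescent Bim peptide bound to Bcl-W beads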
GSH fluor – compound fluorescence on glutathione beads, profiling panel, artefact control, biophysical, 488/530 nm, flow cytometry; GSH beads flow cytometry, compound fluorescence 488/530 nm; active compounds read high; fluorescence (KMESF) at 10 µM; 190,000 tested, 0.25% active; AID 1776, 2009; in the data active means fluorescence above about 89;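 further: glutathione beads carrying GST-tagged Bcl family fusion proteins plus one bare bead set; values are compound well signal with DMSO vehicle wells as background; inactives centre near 16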
RGS8-Gao reg – RGS8-Galphao binding modulators, primary screen, biochemical, multiplexed bead flow cytometry; Guanine nucleotide-binding protein G(o) subunit alpha (Homo sapiens), P09471; actives lie on both sides; response (percent of control binding), % at 10 µM; 220,000 tested, 0.34% active; in the data active means response below about 60% or above about 140%; inactive means in between;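 further: Galphao activated as the GDP aluminium fluoride complex binding bead-coupled RGS8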
RGS7-Gao reg – RGS7-Galphao binding modulators, primary screen, biochemical, multiplexed bead flow cytometry | actives lie on both sides | binding response (% of control), % at 10 µM | 220,000 tested, 0.35% active; in the data active means binding response below about 49% or above about 150%; inconclusive means no clear call, values can overlap the other calls; inactive means in between;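 further: fluorescent Galphao held in activated GDP-AlF4 state binding bead-coupled RGS7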
Mcl1 Bid PPI – Mcl-1/Bid binding inhibitors, primary screen, biochemical, TR-FRET, 1536-well; Induced myeloid leukemia cell differentiation protein Mcl-1 (Homo sapiens), Q07820; 220,000 tested, 0.97% active; inhibition, % at 21.7 µM; TR-FRET Mcl-1/Bid-Dy647 peptide binding; AID 1021, 2008;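 active means compounds that cut the binding signal by more than half at the single screening dose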;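 further: His-tagged Mcl-1 with europium anti-His antibody binding Bid BH3 peptide; 0% = Mcl-1 plus peptide wells and 100% = peptide-only wells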
Bim-Bcl-B – inhibitors of Bim-Bcl-B binding, primary screen, biochemical, multiplexed, human Bcl-2 family; 190,000 tested, 0.073% active; bead-based flow cytometry, Bim peptide-Bcl-B binding; AID 951, 2007; Bcl-2-like protein 10 (Homo sapiens), Q9HD36; inhibition, % at 10 µM;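 further: 0% = tracer peptide without compound and 100% = reference inhibitor peptide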
Target sequence (Q9HD36 whole entry, looked up): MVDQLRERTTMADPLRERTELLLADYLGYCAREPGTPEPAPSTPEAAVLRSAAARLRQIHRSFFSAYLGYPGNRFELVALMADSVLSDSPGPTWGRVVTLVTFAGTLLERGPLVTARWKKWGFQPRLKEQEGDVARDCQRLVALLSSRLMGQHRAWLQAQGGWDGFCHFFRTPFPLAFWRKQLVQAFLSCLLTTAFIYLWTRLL
Bfl-1 Bim block – inhibitors of Bim binding to Bfl-1, primary screen, biochemical, multiplexed, bead-based flow cytometry; Bim-Bfl-1 binding inhibition; 190,000 tested, 0.12% active; Bcl-2-related protein A1 (Homo sapiens), Q16548; inhibition, % at 10 µM;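 further: 0% = wells without compound plus tracer and 100% = blocker peptide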
Bim-Mcl-1 – inhibitors of Bim peptide binding to Mcl-1, primary screen, biochemical, bead-based flow cytometry, multiplex. inhibition, % at 10 µM. Induced myeloid leukemia cell differentiation protein Mcl-1 (Homo sapiens), Q07820. 190,000 tested, 0.1% active. Bim peptide-Mcl-1 binding. AID 1009, 2008;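 further: 0% = no compound tracer wells and 100% = peptide blocker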
Starred values were filed as active, the others as inactive; u = inconclusive. Unless noted, no stated cut-off is given here; in the data, active means inhibition above about 40%.

SMILES	RGS4-Gao reg	Bcl-XL Bim block	Bim-Bcl-2	Bcl-W Bim block	GSH fluor	RGS8-Gao reg	RGS7-Gao reg	Mcl1 Bid PPI	Bim-Bcl-B	Bfl-1 Bim block	Bim-Mcl-1
O=C(NCc1ccccc1Cl)c1ccccc1CCc1ccccc1	103	-5	-6	0	9	103	101	-10	-3	-5	-2
CC(C)(C)c1ccc(C(=O)N2CCCCCC2=O)cc1	103	0	2	-1	17	105	106	-11	-5	-1	0
COc1ccc(S(=O)CC(=O)Nc2ccc(Cl)cc2Cl)cc1 (configuration not stated)	103	0	0	-1	18	102	101	-8	-2	0	1
O=C(Cn1cccc1C(=O)c1ccccc1)NCc1ccco1	101	-12	-13	-4	33	102	101	-33	-13	-21	-6
COC(=O)c1sccc1-n1cccc1C(=O)C(=O)N1CC(C)OC(C)C1 (configuration not stated)	100	-2	-4	2	10	101	98	-11	-5	-10	0
Cn1c(=O)[nH]c(=O)c2c1nc(CN1CCN(c3ccccc3F)CC1)n2CC(N)=O	97	-2	-6	0	19	97	101	-8	-3	-11	-1
CCCCCCNC(=O)c1c(O)c2cccc3c2n(c1=O)CCC3	98	-4	-5	1	16	100	98	8	-6	-12	-1
COc1ccc(NC(=O)CSc2nc3c(c(=O)n2-c2ccc(C)cc2)SCC3)c(OC)c1	100	-5	-3	-2	8	109	105	-6	-9	0	-5
CC1CN(C(=O)CN2C(=O)NC(C)(c3ccccc3)C2=O)CC(C)O1 (configuration not stated)	104	5	-4	0	263*	103	105	-27	-3	-11	-4
O=C(CNC(=O)c1ccc(Br)cc1)NCC(=O)OCC(=O)c1ccc([N+](=O)[O-])cc1	92	3	6	6	21	85	96	5	-1	5	0
COCCn1c(SCC(=O)Nc2cccc(C)c2)nnc1C(C)C	101	4	-14	-2	28	98	99	-2	-8	-13	-2
C/C(Cc1ccccc1)=N/NC(=O)CCCC(=O)N/N=C(/C)Cc1ccccc1	102	-4	-3	-2	9	102	99	-4	-5	-4	-2
O=C(CSc1nnc(-c2ccc(Cl)cc2)n1Cc1ccco1)NCc1ccc2c(c1)OCO2	100	-3	2	-3	13	99	100	0	-4	-2	-1
COc1ccc(CNC(=O)COC(=O)C2CCN(S(=O)(=O)c3ccccc3C(F)(F)F)CC2)cc1	104	-6	-7	-4	9	104	98	-20	-9	-2	-5
CCCCCCCCCCNC(=O)C(=O)Nc1ccccn1	104	-1	-12	0	10	101	104	3	-7	-11	-3
CC(C)CNS(=O)(=O)c1ccc(CCC(=O)N2CCC(C(N)=O)CC2)cc1	95	-3	-5	-5	17	96	96	-28	-7	-6	-3
CC(=NCCN1CCN(C(C)=C2C(=O)c3ccccc3C2=O)CC1)C1=C(O)CC(C)(C)CC1=O	94	-4	6	0	7	93	93	-40	-1	0	-1
COCCNC(=O)Cn1c(=O)n(Cc2ccc(C(=O)NCc3ccco3)cc2)c(=O)c2ccccc21	102	-4	-2	-5	25	106	108	2	-4	1	-2
COc1cccc(NC2=C(Cl)C(=O)OC2OC(=O)c2ccco2)c1 (configuration not stated)	101	-2	-2	-2	14	101	100	-8	-8	-4	-1
CCOC(=O)c1c(C)[nH]c(C(=O)COC(=O)c2cnc(C)cn2)c1C	103	-4	-10	0	13	102	102	-18	-7	-9	-3
Cc1nc2ccccc2n1CC(=O)NCCN1CCCC1	101	-10	-10	-5	23	102	102	-12	-8	-21	-3
N#CCC(=O)Nc1ccc(C(=O)OCC(=O)Nc2cccc(C(F)(F)F)c2)cc1	97	-3	-2	-1	10	97	u	-17	-3	-8	-1
COc1ccc(N2CCN(/C(=N\S(=O)(=O)c3ccccc3)Nc3nc(C)cc(C)n3)CC2)cc1	96	-5	-7	0	35	99	98	-25	-8	-19	-3
Cn1c(=O)c(C(=O)NCCO)c(O)c2ccccc21	98	-7	-12	-3	38	101	97	8	-9	-6	-11
CN(C)CCN1C(=O)C(=O)/C(=C(/O)c2ccccc2)C1c1ccccc1F (configuration not stated)	96	-4	-6	2	20	67	68	-42	-4	-9	2
SMILES	RGS4-Gao reg	Bcl-XL Bim block	Bim-Bcl-2	Bcl-W Bim block	GSH fluor	RGS8-Gao reg	RGS7-Gao reg	Mcl1 Bid PPI	Bim-Bcl-B	Bfl-1 Bim block	Bim-Mcl-1
COc1cc(-c2cc(C(F)(F)F)n3ncc(C(=O)O)c3n2)cc(OC)c1OC	100	-10	-9	-1	30	101	101	-6	-8	-12	0
CCCOc1ccc(-c2nnn(CC(=O)OCC)n2)cc1	102	-8	-16	-3	29	102	104	5	-10	-16	-7
CCOC(=O)c1cnc(-n2[nH]c(C)c(Cc3ccccc3)c2=O)[nH]c1=O	103	1	2	0	19	104	102	-86	5	0	2
Cc1ccc(NC(=S)NC(=O)c2ccc(F)cc2)cc1S(=O)(=O)Nc1cccc(Cl)c1	101	-7	-5	-5	19	101	u	0	-3	1	-6
Cc1ccc(Nc2nnc(SC/C(O)=C(\C#N)c3nc4ccccc4[nH]3)s2)c(C)c1	94	-3	-1	-5	11	88	88	-15	-4	-1	-1
NC1=NC(=O)CC(C(=O)Nc2cccc3ccccc23)S1 (configuration not stated)	107	-3	-3	0	10	115	109	-19	-6	-9	-2
Cc1ccc(NC(=O)CSc2nnc(CNC(=O)c3c(F)cccc3Cl)o2)cc1	105	-2	-8	-3	44	110	107	-4	-6	-5	-1
COc1ccc2nc(Nc3nc4ccc(NC(C)=O)cc4s3)sc2c1	101	-14	-7	-16	20	108	103	73*	-15	-4	-30
CCCC(=O)Nc1ccccc1N1CCN(C(=O)c2ccccc2)CC1	106	0	-4	3	16	104	111	-10	0	-4	1
COCCn1nnnc1C(c1cc2cc(OC)c(OC)cc2[nH]c1=O)N1CCN(c2ccc(O)cc2)CC1 (configuration not stated)	98	4	9	9	8	96	96	-40	-4	28	0
CCCCCCCCCC[n+]1cccc(C(=O)N(CC)CC)c1	106	-4	-3	-1	3	105	107	-6	-7	-1	-5
COc1cc(/C=N/NC(=O)C(Cc2c[nH]c3ccccc23)NC(=O)OCc2ccccc2)cc([N+](=O)[O-])c1O (configuration not stated)	92	-7	-3	-3	14	107	91	-64	-4	-8	-2
C/C(N)=C(/C#N)C(=O)COC(=O)c1cc(-c2cccc(Br)c2)nc2ccccc12	103	-1	-3	-3	6	107	98	-14	-6	1	0
CC(C)CNC(=S)N(Cc1ccco1)Cc1cc2cc3c(cc2[nH]c1=O)OCCO3	101	25	17	18	5	98	99	-66	11	31	17
Cc1ccccc1N=C/C=C1\N(C)c2ccccc2C1(C)C	83	-5	-12	-3	31	85	94	-3	-12	-15	-3
Cc1nc(C)c(C(=O)C2=C(O)C(=O)N(CCN3CCOCC3)C2c2cccnc2)s1 (configuration not stated)	109	4	-4	4	27	121	104	-17	-1	0	-3
COc1cc(C(=O)NCCc2cn3ccc(C)cc3n2)cc(OC)c1OC	104	-2	-7	0	26	105	104	-30	-6	-10	5
Oc1cccc(C=NCc2ccccc2)c1O	77	-12	-11	-2	28	89	72	-10	-7	-8	-1
CC(=O)Nc1nc(=S)n(-c2ccccc2)[nH]1	103	0	-8	0	56	103	102	-129	-23	0	-2
CCCOC(=O)c1c(N)sc2c1CCC2	90	-2	1	5	22	96	93	-100	-5	-2	3
Nn1c(SCC(=O)NC2CCCCC2)nnc1-c1ccc(Cl)cc1	103	-7	-3	-6	27	102	104	1	-6	-23	-4
O=C(COC(=O)C12CC3CC(CC(O)(C3)C1)C2)NC(=O)NCc1ccco1	99	-7	0	-2	37	97	102	-28	1	0	2
COc1ccccc1OCC(=O)OCn1c(SC)nnc(C)c1=O	98	-7	-7	-3	9	104	103	-11	-6	-15	-5
CCOc1ccc(CN(C)CC(=O)Nc2cccc(S(=O)(=O)N(C)c3ccccc3)c2)cc1	102	0	-4	1	13	102	u	13	-5	-9	0
CC(OC(=O)C1CCCCC1)C(=O)Nc1cccc(Cl)c1 (configuration not stated)	100	0	-1	0	6	106	101	-39	0	-6	-1
SMILES	RGS4-Gao reg	Bcl-XL Bim block	Bim-Bcl-2	Bcl-W Bim block	GSH fluor	RGS8-Gao reg	RGS7-Gao reg	Mcl1 Bid PPI	Bim-Bcl-B	Bfl-1 Bim block	Bim-Mcl-1
O=C(COC(=O)CCc1nc2ccccc2c(=O)[nH]1)NC(=O)NC1CCCC1	100	-5	0	-1	4	104	100	-25	-1	2	-1
CN(C)c1ccc(C=Nc2ccccc2C(N)=O)cc1	97	-1	0	0	54	98	95	-56	2	-4	0
CCCS(=O)(=O)N1CCN(C(=O)COc2ccc(OC)cc2)CC1	103	-2	-3	0	17	102	103	-5	-7	-7	0
CCN(CC)C(=O)CCC(=O)Nc1ccc(C(=O)OC)cc1	96	-1	0	-2	19	92	99	5	-1	0	0
CC1(C)OC(=O)CC1C(=O)NCc1ccccc1 (configuration not stated)	98	-9	-4	1	24	100	100	0	-3	-9	0
Cc1cc2c(C)nc(-c3ccccc3)nc2o1	103	-2	-5	1	35	104	101	8	-7	-11	1
O=C(O)CCC(NC(=O)c1cncc(O)c1)C(=O)O (configuration not stated)	98	21	-2	5	57	99	104	-51	-5	-14	6
Cc1ccc(NC(=O)c2ccc([N+](=O)[O-])o2)c(C)c1	99	-3	-1	-1	14	100	105	-1	-3	-3	-1
CCN1CCc2c(sc(NC(=O)CN3C(=O)c4ccccc4C3=O)c2C(N)=O)C1	103	0	-2	-1	13	103	100	-32	-5	-1	0
O=C1C2CCC(C(O)C2)N1Cc1ccccc1 (configuration not stated)	104	0	-1	-4	9	102	99	-7	-5	-10	3
Cc1c(O)cc2c(c1O)C(=O)CC(c1ccc(O)cc1)O2 (configuration not stated)	90	0	-1	1	24	105	101	65*	-3	0	1
Cc1cc(NC(=O)/C(C#N)=C/c2ccc(-c3ccc(SC(F)F)cc3)o2)n(-c2ccccc2)n1	100	1	4	3	9	103	98	45	-2	2	-2
Cc1ccccc1NC(=O)OCc1cccnc1Sc1ccc(Cl)cc1	102	-2	-2	-3	13	100	98	9	-1	-3	0
COc1ccc(-n2c(N)c(C(=O)NCc3cccnc3)sc2=S)cc1	85	-1	-17	-2	48	90	94	-77	-21	-6	-73
Cc1ccc(C)c(N2CCN(S(=O)(=O)c3ccc4c(c3)CCN4C(=O)CCC(=O)O)CC2)c1	95	-1	-8	3	28	98	93	7	-6	-7	1
O=C(NCN1CCc2ccccc2C1)c1ccccc1	98	-2	-5	2	15	102	102	-38	-6	-2	0

Compound activity: PubChem BioAssay, several laboratories
